# RGS4 pot: RGS4 potentiation or activation | AID 463111 | B-score at 10 µM | hit rate 0.92% among 310,000 | HEK293 M3R/inducible RGS4, carbachol calcium flux Fluo4; active compounds read low;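 active = B-score of the integrated calcium signal more than 4 SD below the library mean, with starting fluorescence not abnormally high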;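 note: negative B-score means reduced calcium response which marks RGS4 activation or potentiation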
#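 Test system: HEK293 cells with stable M3R and inducible RGS4; also added: carbachol at ECmax as muscarinic agonist stimulus; schedule: dye loading 30 min 37 °C, buffer rest 30 min RT; technique: kinetic calcium fluorescence imaging with Fluo4-AM dye, 2 µM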
# TRPC6 inhibitor: mouse TRPC6 channel inhibition. HEK293-TRPC6, membrane potential dye, ACh-evoked depolarization; active compounds read low. hit rate 1.1% among 310,000. B-score at 10 µM. AID 2553. Q61143;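 active = B-score under library mean minus 3 SD, initial fluorescence not abnormally high, positive integrated signal ratio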;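 note: B-score derived from integrated fluorescence ratio over the kinetic read; more negative B-score means stronger inhibition of depolarization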
# MrgX1 PAM: allosterically activates human MrgX1 receptor signaling. Q96LB2. MrgX1-HEK293, Fluo-4 calcium flux, FDSS; active compounds read high. B-score at 10 µM. hit rate 0.63% among 310,000;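 active = plate-corrected calcium response at least 3 library SD above typical, normal starting fluorescence, not activating the receptor alone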;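 note: compound read alongside a low EC10 to EC30 dose of BAM8-22 agonist; peak minus trough fluorescence over baseline measured at the second addition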
# Target sequence (Q96LB2 whole entry, looked up): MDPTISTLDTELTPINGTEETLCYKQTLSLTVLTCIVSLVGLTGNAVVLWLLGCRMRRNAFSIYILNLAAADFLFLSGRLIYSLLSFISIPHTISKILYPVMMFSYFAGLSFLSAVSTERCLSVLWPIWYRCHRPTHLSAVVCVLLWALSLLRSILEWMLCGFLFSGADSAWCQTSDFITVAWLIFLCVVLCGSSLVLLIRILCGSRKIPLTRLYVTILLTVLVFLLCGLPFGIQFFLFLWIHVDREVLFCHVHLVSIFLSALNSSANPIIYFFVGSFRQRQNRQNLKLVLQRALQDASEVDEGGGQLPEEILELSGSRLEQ
# TRPC6 activator: activators of mouse TRPC6 channel; Q61143; HEK293-TRPC6 membrane potential dye fluorescence; active compounds read high; B-score at 10 µM; hit rate 0.13% among 310,000; AID 2550;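 active = B-score of the integrated fluorescence ratio above library mean plus 3 SD, and starting fluorescence ratio within library mean plus 5 SD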;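 note: higher score means more depolarization so channel activation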
# Platelet DG rel: modulates dense granule release in human platelets; human platelet-rich plasma, SFLLRN dense granule ATP release, luminescence; inhibition, %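 (compounds screened at 7.5 µM in platelet-rich plasma)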; hit rate 0.22% among 300,000; AID 1663;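 active = mean replicate score, as percent of positive control, at or above 50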
# MrgX1 agonist: agonists of human MrgX1 receptor; Q96LB2; MrgX1-HEK293 cells, Fluo-4 calcium fluorescence, agonist mode; active compounds read high; B-score at 10 µM; hit rate 0.44% among 310,000; AID 588627;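 active = calcium response B-score plate-corrected fluorescence ratio at least 3 library SD, with starting fluorescence B-score inside 5 SD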
#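 Assay system: MrgX1-expressing HEK293 cells / Amount: fifteen thousand cells per well / Doses: test compound in the initial addition of three / Timing: cells plated overnight, dye loaded 0.5 h 37 °C, 0.5 h room temperature / Technique: kinetic calcium dye fluorescence, Fluo-4 NW / Control set: positive and negative controls per plate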
# TRPC4 block: blocks the mouse TRPC4 cation channel | AID 2247 | B-score at 10 µM | Q9QUQ5 | hit rate 0.39% among 300,000 | HEK293 TRPC4beta/mu-opioid, DAMGO-evoked Fluo4 calcium flux; active compounds read low;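 active = B-score over 3 SD under the library average, no early fluorescence shift, positive overall ratio signal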
#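 Assay system: HEK293 cells with stable TRPC4beta plus mu-opioid receptor expression. Dosing: single dose. Measured by: Fluo4 Ca2+ flux fluorescence. Also added: DAMGO in two steps, submaximal then maximal. Read-out: B score from integrated Fluo4 fluorescence ratio.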
# RGS4 inh: human RGS4 inhibition | P49798 | HEK293 M3R/RGS4 inducible, Fluo-4 calcium flux; active compounds read high; triggered by carbachol at its EC20 | B-score at 10 µM | hit rate 0.45% among 310,000;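 active = B-score, a plate-corrected calcium signal, over three deviations above library mean, with baseline fluorescence within five deviations of library mean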;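 note: RGS4 expression induced by doxycycline in cells with stable M3 receptor; B-score is computed from the integrated fluorescence ratio over baseline after carbachol; higher B-score means a larger calcium signal and so more RGS4 inhibition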
# Target sequence (P49798 whole entry, looked up): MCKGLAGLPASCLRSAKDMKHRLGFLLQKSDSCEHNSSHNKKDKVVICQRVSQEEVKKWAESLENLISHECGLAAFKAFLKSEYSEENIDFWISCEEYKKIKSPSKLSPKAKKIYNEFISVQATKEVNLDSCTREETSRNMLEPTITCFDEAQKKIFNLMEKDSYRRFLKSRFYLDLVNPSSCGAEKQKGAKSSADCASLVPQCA
# MrgX1 antag: blocks BAM8-22 activation of human MrgX1 receptor | MRGX1-HEK293 calcium flux, Fluo-4, BAM8-22 antagonism; active compounds read low | B-score at 10 µM | hit rate 1.3% among 310,000;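 active = calcium-response B-score plate-corrected more than 3 library SD below zero, starting fluorescence within 5 deviations, no agonist response on first addition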;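 note: peak minus trough fluorescence over baseline after final BAM8-22 challenge near maximal dose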
# HIF activator: HIF pathway transcriptional activation; U2OS HRE-luciferase reporter, luminescence; normalized: DMSO 0%, desferrioxamine 100%; AID 1910; hit rate 0.32% among 300,000; activation, % at 7.5 µM (by protocol);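 active = mean activation of at least 10% of the iron chelator positive control signal, with at least half of replicates also reaching 10%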
# SKKanGAS inh: blocks kanamycin growth of S. pyogenes SKKanGAS strain | inhibition, % at 7.5 µM | hit rate 1.3% among 300,000 | BacTiter-Glo, 6 h;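 active = mean replicate score, as percent of positive control median, at least 50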;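 note: strain carries kanamycin resistance gene driven by streptokinase promoter and grows in 40 µg/ml kanamycin; loss of luminescence reflects streptokinase promoter inhibition or plain growth inhibition; 0% = median of DMSO wells and 100% = positive control at its reference dose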
# * hit, by the source's call; i = inactive.
SMILES,RGS4 pot,TRPC6 inhibitor,MrgX1 PAM,TRPC6 activator,Platelet DG rel,MrgX1 agonist,TRPC4 block,RGS4 inh,MrgX1 antag,HIF activator,SKKanGAS inh
CCc1ccc(NC(=S)N(CCN2CCCCC2)Cc2ccco2)cc1,i,i,i,i,6.5,i,i,i,i,0.8,-1.0
O=C(Nc1nc(-c2ccco2)c(-c2ccco2)s1)c1cnccn1,i,i,i,i,-6.9,i,i,i,i,-21.7,29.2
CC(=O)N1CCc2cc(S(=O)(=O)NCCC(=O)Nc3ccc4c(c3)OCCO4)ccc21,i,i,i,i,2.3,i,i,i,i,6.0,1.7
COc1ccccc1CN1CCN(C(=O)c2ccco2)CC1,i,i,i,i,4.6,i,i,i,i,1.1,-4.4
Cc1ccc(NS(=O)(=O)c2cc(C(=O)NCCSC3CCCCC3)ccc2C)cc1,i,i,i,i,5.4,i,i,i,i,0.0,19.8
Oc1ccccc1/C=N/Nc1ncc(Br)cn1,i,i,i,i,-7.7,i,i,i,i,33.5*,-19.7
CCc1ccccc1NC(=O)C(C)n1nc([N+](=O)[O-])c(Br)c1C (configuration not stated),i,i,i,i,-3.3,i,i,i,i,0.1,3.9
C[C@H](NC(=O)c1nc[nH]c1C(=O)N[C@@H](Cc1ccccc1)C(=O)OC(C)(C)C)c1ccccc1,i,i,i,i,5.1,i,i,i,i,0.0,54.5*
CCC1=NN2C(=N)/C(=C/c3c(C)nn(-c4ccccc4)c3Cl)C(=O)N=C2S1,i,i,i,i,32.2,30*,i,i,i,0.3,1.2
CCOc1ccccc1NC(=O)CSc1nnc(CCC(=O)Nc2ccccc2F)n1C,i,i,i,i,-5.0,i,i,i,i,-0.4,-6.9
CC(C)C(NC(=O)c1ccco1)C(=O)OCc1cc([N+](=O)[O-])cc2c1OCOC2 (configuration not stated),i,i,i,i,-6.9,i,i,i,i,-0.1,-12.6
COc1ccc2nc(/C=N/NC(=O)[C@@H]3CCCN3C(=O)OC(C)(C)C)ccc2c1,i,i,i,i,0.8,i,i,i,i,1.5,-3.6
COc1ccc(Cn2nnc3c(C)n[nH]c(=O)c32)cc1,i,i,i,i,9.0,i,i,i,i,-0.7,-2.8
O=C(c1cc2ccccc2s1)N1CCOCC1,i,i,i,i,-8.4,i,i,i,i,0.2,-2.0
CCCCOC(=O)c1ccc(NC(=O)c2cnccn2)cc1,i,i,i,i,-0.1,i,i,i,i,2.2,-1.5
Cc1cccc(C(=O)NCC(=O)NCCCSc2ccccc2)c1,i,i,i,i,-4.0,i,i,i,i,-0.3,-13.4
CCOC(=O)CSc1nnc(NC(=O)CCc2ccccc2)s1,i,i,i,i,2.0,i,i,i,i,0.2,1.8
CCCC(=Nc1ccccc1OC)C1=C(O)CC(c2ccccc2)CC1=O (configuration not stated),i,i,i,i,1.6,i,i,i,i,-0.4,3.3
Cc1c(-c2ccccc2)oc2c(C(=O)N3CCN(c4ccc([N+](=O)[O-])cc4)CC3)cccc2c1=O,i,i,i,i,-2.7,i,i,i,i,3.2,16.2
O=S1(=O)N=C(N2CCN(Cc3ccc4c(c3)OCO4)CC2)c2ccccc21,i,i,i,i,-8.0,i,i,i,i,0.0,-9.3
O=C(O)COc1ccccc1/C=N/NC(=O)c1cc(-c2ccccc2)nc2ccccc12,i,i,i,i,-0.1,i,i,i,i,-0.1,-0.7
CCONC(=O)Nc1ccccc1,i,i,i,i,0.7,i,i,i,i,0.3,-6.5
O=C(Oc1cccc(/C=N/NC(=O)c2ccccn2)c1)c1ccc([N+](=O)[O-])cc1,i,i,i,i,6.0,i,i,i,i,3.8,4.7
Cc1cccc(N2C(=O)c3cccc4c(N5CCCCC5)c([N+](=O)[O-])cc(c34)C2=O)c1C,i,i,i,i,-17.6,i,i,i,i,-0.4,5.3
O=C(OCC(=O)N1CCOCC1)c1ccc(Cl)nc1,i,i,i,i,-8.7,i,i,i,i,0.1,-6.3
CN1CCC(NC(=S)Nc2cccc([N+](=O)[O-])c2)CC1,i,i,i,i,0.1,i,i,i,i,0.3,-4.3
CN(Cc1ccccc1)CC(O)COc1ccc(CNCc2ccc(Cl)s2)cc1 (configuration not stated),i,i,i,i,2.2,i,i,i,i,0.1,-2.7
C/C(=N\O)c1ccc2c3c([nH]c2c1)CCCC3,i,i,i,i,0.1,i,i,i,i,1.7,-6.7
CC1(C)C(C=C(Cl)Cl)C1C(=O)N(Cc1ccc(Cl)cc1)C1CCS(=O)(=O)C1 (configuration not stated),i,i,i,i,-0.8,i,i,i,i,-0.2,19.8
O=C(O)CCCn1c(=S)[nH]c2c(sc3ccc([N+](=O)[O-])cc32)c1=O,i,i,i,i,-3.4,i,i,i,i,0.0,14.9
O=C(NC(=S)N1CCc2ccccc21)c1ccccc1Br,i,i,i,i,10.2,i,i,i,i,1.4,-3.5
CC(=O)c1ccc(N2CCCCCC2)c(F)c1,i,i,i,i,6.2,i,i,i,i,1.0,10.0
CCOC(=O)C1=C(C)NC(SCC(=O)O)=NC1c1ccccc1 (configuration not stated),i,i,i,i,0.8,i,i,i,i,-0.1,8.8
CCOC(=O)C1=C(C)N(C)C(=O)C1CC(=O)O (configuration not stated),i,i,i,i,-0.7,i,i,i,i,0.2,6.2
O=C(CCCOc1ccc(Cl)cc1Cl)Nc1ccncc1,i,i,i,i,4.6,i,i,i,i,0.5,-13.0
NC(=O)N/N=C\c1cc(Br)ccc1O,i,i,i,i,-1.5,i,i,i,i,-0.2,-1.7
CCCC(C)NC(=O)COC(=O)c1ccc(Cl)c(S(N)(=O)=O)c1 (configuration not stated),i,i,i,i,3.0,i,i,i,i,0.5,6.0
CC1CN(CCc2ccccc2)c2nc3c(c(=O)[nH]c(=O)n3C)n2C1 (configuration not stated),i,i,i,i,4.4,i,i,i,i,-0.2,-5.7
COc1ccc(CN2CCS(=O)(=O)CC2)cc1OC,i,i,i,i,10.2,i,i,i,i,-0.2,2.1
CCO[C@H]1OC(C(=O)N2CCCCCCC2)=C[C@@H](c2csc3ccccc23)[C@@H]1CCCO,i,i,i,i,3.8,i,i,i,i,0.0,2.2
Cc1ccc(NC(=S)NC2CCCC2)cc1C,i,i,i,i,-15.4,i,i,i,i,1.6,-17.5
Cc1cc(S(=O)(=O)Nc2noc3ccccc23)ccc1F,i,i,i,i,-1.2,i,i,i,i,-0.9,6.0
CS(=O)(=O)N(CCc1ccccc1)CC(=O)NCC1CCCO1 (configuration not stated),i,i,i,i,1.6,i,i,i,-6.73*,-0.5,-3.4
O=C1c2cccc3c([N+](=O)[O-])ccc(c23)C(=O)N1c1ccc(Cl)cn1,i,i,i,i,21.8,i,i,i,i,-3.3,8.5
CCc1nn(C(CC)C(=O)NCc2cccc(OC)c2)c(=O)c2cc3occc3n12 (configuration not stated),i,i,i,i,-3.1,i,i,i,i,-0.3,4.8
Cc1cc(-c2cccc([N+](=O)[O-])c2)nc2ccccc12,i,i,i,i,6.9,i,i,i,i,-0.3,-4.4
COC(=O)c1[nH]nc2c1C(=O)N(C1CCCCC1)C2=O,i,i,i,i,14.2,i,i,i,i,0.0,4.0
CCOC(=O)CCCCC(=O)c1[nH]c(=O)[nH]c1CSCCO,i,i,i,i,-3.0,i,i,i,i,0.3,-2.8
COCCSc1nnc(NC(=O)C(C)(C)C)s1,i,i,i,i,4.1,i,i,i,i,1.4,-1.0
CC1CCc2cc(F)ccc2N1C(=O)c1ccc2c(c1)OCO2 (configuration not stated),i,i,i,i,-4.5,i,i,i,i,-0.5,0.3
O=C(c1ccccc1)C1C(=O)c2ccccc2C1=O,i,i,i,i,-2.1,i,i,i,i,-0.7,1.5
Fc1ccc(-c2nn(-c3ccccc3)cc2CNCc2ccccc2)cc1,i,i,i,i,5.0,i,i,i,i,-0.1,5.2
CCN(c1ccccc1)S(=O)(=O)c1ccc(Cl)c(NC(=O)CSc2nncs2)c1,i,i,i,i,-21.0,i,i,i,i,-0.6,-14.3
Cc1ccccc1N(CC(=O)N/N=C/c1ccc(N(C)C)cc1)C(=O)c1ccccc1,i,i,i,i,3.0,i,i,i,i,-0.4,18.9
O=C(NCC(c1ccco1)N1CCc2ccccc2C1)c1ccc(Br)cc1 (configuration not stated),i,i,i,i,1.0,i,i,i,i,1.7,12.1
COC(=O)/C=C\C(=O)Nc1cccc([N+](=O)[O-])c1,i,i,i,i,73.0*,i,i,i,i,-3.5,9.0

# (list continues)
SMILES,RGS4 pot,TRPC6 inhibitor,MrgX1 PAM,TRPC6 activator,Platelet DG rel,MrgX1 agonist,TRPC4 block,RGS4 inh,MrgX1 antag,HIF activator,SKKanGAS inh
COC(=O)[C@@]1(Cc2ccc(OC)cc2)[C@H]2c3cc(C(=O)N4CCCC4)n(C[C@H](O)CO)c3C[C@H]2CN1C(=O)c1ccccc1,i,i,i,i,-0.2,i,i,i,i,-0.3,-0.2
CCOc1ccc(C2CC(c3cccc(C)c3)n3ncnc3N2)cc1 (configuration not stated),i,i,i,i,0.2,i,i,i,i,-0.1,16.2
O=C(c1cccs1)N1CCN=C1SCc1ccccc1F,i,i,i,i,-3.6,i,i,i,i,0.6,-1.5
COc1cc(OC)c(NC(C)C(=O)N2CCCC2)cc1Cl (configuration not stated),i,i,i,i,1.9,i,i,i,i,-0.1,1.1
COCCNCCCOc1ccc(C(C)(C)c2ccccc2)cc1,i,i,i,i,-13.1,i,i,i,i,-0.9,0.3
CCN(CC)C(=S)NC(=O)Cc1ccccc1,i,i,i,i,0.5,i,i,i,i,0.0,-1.5
Cc1ccccc1NC(=O)c1ccc(F)c(S(=O)(=O)NCC2CCCO2)c1 (configuration not stated),i,i,i,i,5.5,i,i,i,i,-0.6,-3.6
CCC1(CC)C(=O)NC(=O)NC1=Nc1cccc(OC)c1,i,i,i,i,-6.1,i,i,i,i,-0.7,-10.3
CC(C)CCn1c(O)c(N=Nc2ccccn2)c2ccccc21,i,i,i,i,-3.4,i,i,i,i,0.3,6.6
COc1ccc(CNC(=O)CCc2cc(OC)c(OC)c(OC)c2)cc1,i,i,i,i,2.7,i,i,i,i,0.4,5.6

# Compound activity deposited in PubChem by several laboratories.
